Screening results: PubChem BioAssay, Broad Institute
EZH2 inh = inhibitors of human EZH2/PRC2 methyltransferase. AID 651548. Q15910. PRC2 H3K27 methylation, DELFIA TRF, 1 h. hit rate 0.35% among 57,000. inhibition, % at 12.5 µM;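 active means mean inhibition of replicates at least 50% and every single replicate also reaching 50%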;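 further: dimethyl H3K27 on biotinylated H3 21-44 peptide detected by antibody; plate controls were median neutral control wells for no effect and median positive control wells for full effect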
IDH1 mut inh = IDH1 R132H (human) inhibition. O75874. IDH1 R132H reductase, diaphorase/resazurin fluorescence, 60 min. inhibition, % at 10 µM. hit rate 0.18% among 70,000. AID 624101; in the data active means inhibition above about 34%;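 further: 0% = DMSO and 100% = no enzyme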
Target sequence (O75874 whole entry R132H): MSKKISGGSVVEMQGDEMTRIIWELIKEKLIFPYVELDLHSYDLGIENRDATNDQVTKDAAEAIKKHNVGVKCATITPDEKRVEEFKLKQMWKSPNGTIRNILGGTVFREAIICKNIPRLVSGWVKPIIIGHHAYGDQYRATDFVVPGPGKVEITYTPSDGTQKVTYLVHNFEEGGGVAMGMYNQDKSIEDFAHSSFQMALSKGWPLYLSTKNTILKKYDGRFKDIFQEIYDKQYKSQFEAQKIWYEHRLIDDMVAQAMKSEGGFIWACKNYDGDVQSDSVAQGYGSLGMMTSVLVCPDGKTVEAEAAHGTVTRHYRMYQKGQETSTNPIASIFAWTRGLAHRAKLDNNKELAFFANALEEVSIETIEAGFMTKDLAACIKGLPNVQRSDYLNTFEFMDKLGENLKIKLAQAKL
An asterisk follows results filed as active; / = not tested or not shown; & = joins results of further samples. Not all compounds are listed; rates above refer to the full screens.

Start of the data: the first 6 records as a preview:
Results follow in this order: EZH2 inh, IDH1 mut inh
> C[C@H]1CN([C@@H](C)CO)C(=O)c2cccc(NC(=O)C3CCOCC3)c2O[C@H]1CN(C)Cc1ccc(-c2ccccc2)cc1
    14, 2.8
> O=C(COc1ccc(F)cc1)N(c1ccccn1)C1CCCCC1
    22, -0.4
> C[C@H]1CN([C@@H](C)CO)C(=O)c2cccc(NC(=O)c3nc4ccccc4s3)c2O[C@H]1CN(C)S(=O)(=O)c1ccc(Cl)cc1
    /, 0.9
> C[C@H]1CN([C@@H](C)CO)C(=O)c2c(c3ccccc3n2C)-c2ccccc2CO[C@H]1CN(C)C(=O)CCC(F)(F)F
    0, -2.7
> C[C@@H]1CN([C@@H](C)CO)C(=O)c2cc(NS(C)(=O)=O)ccc2O[C@H]1CN(C)S(=O)(=O)c1cccs1
    /, 3.5
> C[C@@H]1CN([C@@H](C)CO)C(=O)c2cc(N(C)C)ccc2O[C@@H](C)CCCCO[C@@H]1CN(C)C(=O)CCC(F)(F)F
    2, -2.6

This part in full, from the start:
Results follow in this order: EZH2 inh, IDH1 mut inh
> C[C@H]1CN([C@@H](C)CO)C(=O)c2cccc(NC(=O)C3CCOCC3)c2O[C@H]1CN(C)Cc1ccc(-c2ccccc2)cc1
    14, 2.8
> O=C(COc1ccc(F)cc1)N(c1ccccn1)C1CCCCC1
    22, -0.4
> C[C@H]1CN([C@@H](C)CO)C(=O)c2cccc(NC(=O)c3nc4ccccc4s3)c2O[C@H]1CN(C)S(=O)(=O)c1ccc(Cl)cc1
    /, 0.9
> C[C@H]1CN([C@@H](C)CO)C(=O)c2c(c3ccccc3n2C)-c2ccccc2CO[C@H]1CN(C)C(=O)CCC(F)(F)F
    0, -2.7
> C[C@@H]1CN([C@@H](C)CO)C(=O)c2cc(NS(C)(=O)=O)ccc2O[C@H]1CN(C)S(=O)(=O)c1cccs1
    /, 3.5
> C[C@@H]1CN([C@@H](C)CO)C(=O)c2cc(N(C)C)ccc2O[C@@H](C)CCCCO[C@@H]1CN(C)C(=O)CCC(F)(F)F
    2, -2.6
> O=C(C[C@H]1C=C[C@H](NC(=O)Cc2cccnc2)[C@@H](CO)O1)Nc1ccccc1
    4, 0.3
> O=C(C[C@H]1C[C@@H]2c3cc(NS(=O)(=O)c4ccc(F)cc4)ccc3O[C@@H]2[C@H](CO)O1)NCc1ccc(Cl)cc1
    6, 0.0
> CCCC(=O)Nc1ccc2c(c1)OC[C@H](C)N(CC1CCCC1)C[C@H](C)[C@@H](OC)CN(C)C2=O
    -11, -0.1
> C[C@H]1CN([C@@H](C)CO)C(=O)c2cc(NC(=O)NC3CCCCC3)ccc2O[C@H]1CN(C)Cc1ccc(Oc2ccccc2)cc1
    /, 0.1
> C#Cc1ccc([C@@H]2C=C(C(=O)NCc3ccccc3)O[C@H](OCc3ccc(CO)cc3)C2)cc1
    10, /
> CCCNC(=O)C[C@@H]1C[C@H]2c3cc(NC(=O)c4cccnc4)ccc3O[C@H]2[C@@H](CO)O1
    -1, -0.6
> Cn1cnc(S(=O)(=O)N[C@@H]2CC[C@H](CC(=O)Nc3ccccc3)O[C@@H]2CO)c1
    3, 0.1
> O=C(C[C@H]1C=C[C@H](NC(=O)Nc2ccc(F)cc2)[C@@H](CO)O1)NCc1cccc(F)c1
    -3, 0.3
> C[C@@H]1CN([C@@H](C)CO)C(=O)c2cc(NC(=O)CCC(F)(F)F)ccc2O[C@@H]1CN(C)C(=O)Nc1ccc2c(c1)OCO2
    -19, 2.9
> O=C(C[C@H]1C=C[C@@H](NS(=O)(=O)c2ccc(F)cc2)[C@H](CO)O1)N1CCN(c2ccccc2)CC1
    -5, 0.1
> Cc1ccc(S(=O)(=O)N(C)C[C@@H]2Oc3ccc(NS(=O)(=O)c4ccc(Cl)cc4)cc3C(=O)N([C@H](C)CO)C[C@@H]2C)cc1
    /, -2.6
> C[C@H]1CN([C@@H](C)CO)S(=O)(=O)c2ccc(C#CCN(C)C)cc2O[C@H]1CN(C)Cc1ccncc1
    9, 0.1
> O=C(O)C1=CCCN(CCON=C(c2ccccc2)c2ccccc2)C1
    4, 0.1
> C[C@@H]1CN([C@@H](C)CO)C(=O)Cc2cc(NS(=O)(=O)c3cccs3)ccc2O[C@H]1CN(C)S(=O)(=O)c1ccccc1
    /, 0.3
> C[C@H]1CCCCO[C@H](CN(C)Cc2ccc(C(F)(F)F)cc2)[C@@H](C)CN([C@@H](C)CO)C(=O)c2cc(NS(=O)(=O)c3ccc(Cl)cc3)ccc2O1
    /, 1.3
> O=C(C[C@@H]1C=C[C@@H](NC(=O)CN2CCOCC2)[C@@H](CO)O1)NCCc1ccccc1
    6, 0.2
> Cc1ccccc1S(=O)(=O)N(C)C[C@@H]1OCc2cn(nn2)CCCC(=O)N([C@H](C)CO)C[C@H]1C
    -1, 4.3
> Cc1ccc(-c2ccc3c(c2)O[C@@H](CN(C)Cc2ccc(C(=O)O)cc2)[C@@H](C)CN([C@H](C)CO)S3(=O)=O)cc1
    33, 7.1
> C[C@@H]1CN([C@@H](C)CO)C(=O)c2cc(NC(=O)Nc3ccc4c(c3)OCO4)ccc2O[C@@H]1CN(C)S(=O)(=O)c1ccc(F)cc1
    /, 0.2
> CCOC(=O)CN(C#N)c1nc(C)cc(C)n1
    -2, -0.1
> Cc1ccccc1-c1ccc2c(c1)O[C@H](CN(C)C(=O)c1ccccn1)[C@H](C)CN([C@H](C)CO)S2(=O)=O
    -13, 16
> COc1cccc(S(=O)(=O)N[C@H]2CC[C@@H](CC(=O)NCc3ccncc3)O[C@@H]2CO)c1
    9, 0.0
> C[C@@H]1CN([C@@H](C)CO)C(=O)Cc2cc(NC(=O)Cc3ccccc3)ccc2O[C@@H]1CN(C)Cc1ccncc1
    /, 18
> O=C(C[C@H]1C[C@H]2c3cc(NC(=O)Nc4ccccc4)ccc3O[C@H]2[C@H](CO)O1)NCc1cccnc1
    -12, -0.1
> C[C@@H]1CN([C@@H](C)CO)C(=O)c2cc(NS(=O)(=O)c3ccccc3)ccc2O[C@H]1CN(C)C(=O)Nc1ccc(F)cc1
    -4, /
> CCCNC(=O)N(C)C[C@H]1Oc2cc(C3=CCCCC3)ccc2S(=O)(=O)N([C@H](C)CO)C[C@@H]1C
    -8, -1.4
> Cc1ccc(S(=O)(=O)N(C)C[C@@H]2OCCCC[C@@H](C)Oc3ccc(NC(=O)NC(C)C)cc3C(=O)N([C@@H](C)CO)C[C@@H]2C)cc1
    /, -1.2
> O=C(C[C@H]1C=C[C@@H](NC(=O)c2ccccn2)[C@@H](CO)O1)NCc1cc(F)cc(F)c1
    7, -0.2
> Cc1ccccc1NS(=O)(=O)c1cccc(C(=O)Nc2ccccc2[N+](=O)[O-])c1
    8, -0.3
> C[C@H](CO)N1C[C@H](C)[C@H](CN(C)C(=O)Nc2ccccc2)Oc2ccc(NC(=O)NC3CCCCC3)cc2CC1=O
    -4, -2.3
> CNC[C@@H]1Oc2c(NC(=O)c3cc(C)nn3C)cccc2C(=O)N([C@@H](C)CO)C[C@H]1C
    /, 1.0
> CCCNC(=O)N(C)C[C@H]1Oc2ncc(Br)cc2C(=O)N([C@@H](C)CO)C[C@H]1C
    -5, /
> Cn1cnnc1SCC(=O)c1cc2ccccc2oc1=O
    -6, -0.8
> CO[C@H]1CN(C)C(=O)c2ccc(NC(=O)C3CCC3)cc2OC[C@H](C)NC[C@H]1C
    4, 0.0
> O=C(C[C@H]1C=C[C@H](NC(=O)Nc2cc(F)ccc2F)[C@H](CO)O1)Nc1ccccc1
    1, 0.0
> CCn1c2ccccc2c2cc(/C=N/NC(=O)c3ccccc3O)ccc21
    29, 0.0
> O=C(Nc1cc(F)ccc1F)N[C@@H]1CC[C@H](CC(=O)N2CCc3ccccc3C2)O[C@H]1CO
    -4, 0.3
> CS(=O)(=O)Nc1ccc2c(c1)[C@@H]1C[C@@H](CC(=O)NC3CCCCC3)O[C@@H](CO)[C@@H]1O2
    -2, 3.3
> Cc1ccc(S(=O)(=O)N(C)C[C@@H]2Oc3ccc(NC(=O)Nc4ccccc4)cc3CC(=O)N([C@@H](C)CO)C[C@H]2C)cc1
    -30, -1.0
> COc1ccc(CNC(=O)C[C@@H]2C=C[C@@H](NC(=O)CN(C)C)[C@H](CO)O2)cc1
    -17, 0.0
> CN(C)C(=O)C[C@@H]1C[C@@H]2c3cc(NC(=O)NC4CCCC4)ccc3O[C@@H]2[C@H](CO)O1
    6, 0.3
> CO[C@H]1CN(C)C(=O)c2ccc(NC(=O)NC(C)C)cc2OC[C@H](C)N(CC2CC2)C[C@H]1C
    3, -0.6
> Cc1ccc(S(=O)(=O)Nc2cccc3c2O[C@@H](CN(C)Cc2ccc(Oc4ccccc4)cc2)[C@@H](C)CN([C@H](C)CO)C3=O)cc1
    /, -4.8
> Cc1ccc(S(=O)(=O)N[C@@H]2CC[C@@H](CCn3cc(-c4cccnc4)nn3)O[C@H]2CO)cc1
    8, -0.7
> Cc1noc(C)c1NC(=O)N(C)C[C@@H]1Oc2ccc(NC(=O)CCCCCC(=O)Nc3ccccc3N)cc2C(=O)N([C@@H](C)CO)C[C@H]1C
    7, /
> CNC[C@@H]1Oc2ccc(N(C)C)cc2C(=O)N([C@@H](C)CO)C[C@@H]1C
    0, 0.4
> COC(=O)c1ccc([C@H]2C=C(C(=O)N3CCN(Cc4ccc5c(c4)OCO5)CC3)O[C@@H](OCc3ccc(CO)cc3)C2)cc1
    9, /
> COCC(=O)N(C)C[C@H]1Oc2cc(-c3cccnc3)ccc2S(=O)(=O)N([C@H](C)CO)C[C@H]1C
    1, 2.8
> CNC[C@@H]1Oc2c(NS(=O)(=O)c3ccc(F)cc3)cccc2C(=O)N([C@H](C)CO)C[C@@H]1C
    -3, /
> C[C@H](CO)N1C[C@H](C)[C@H](CN(C)C(=O)CN(C)C)Oc2ncc(C#CCC3CCCC3)cc2C1=O
    -1, -0.2
> Cc1noc(C)c1NC(=O)Nc1ccc2c(c1)CC(=O)N([C@@H](C)CO)C[C@@H](C)[C@H](CN(C)Cc1ccc(Cl)c(Cl)c1)O2
    -24, 0.0
> O=C(COc1ccc(S(=O)(=O)N2CCOCC2)cc1)Nc1ccccc1
    -13, 0.4
> COc1ccccc1-c1ccc2c(c1)O[C@@H](CN(C)CC1CCOCC1)[C@@H](C)CN([C@@H](C)CO)S2(=O)=O
    4, /
> C[C@@H]1CN([C@@H](C)CO)C(=O)Cc2cc(NC(=O)Cc3cn(C)c4ccccc34)ccc2O[C@H]1CN(C)Cc1ccc2c(c1)OCO2
    /, -13

One compound at a time (already shown).
O=C(C[C@H]1C=C[C@@H](NS(=O)(=O)c2ccc(F)cc2)[C@H](CO)O1)N1CCN(c2ccccc2)CC1 is entered as EZH2 inh = -5; IDH1 mut inh = 0.1
Cc1noc(C)c1NC(=O)N(C)C[C@@H]1Oc2ccc(NC(=O)CCCCCC(=O)Nc3ccccc3N)cc2C(=O)N([C@@H](C)CO)C[C@H]1C is entered as EZH2 inh = 7; IDH1 mut inh = /

Additional records.
Results follow in this order: EZH2 inh, IDH1 mut inh
> N#CCCN(CCC#N)C(=O)c1ccco1
    15, 5.9
> C[C@@H]1CN([C@@H](C)CO)C(=O)c2cc(NC(=O)NC3CCCCC3)ccc2O[C@@H]1CN(C)C(=O)Nc1ccc2c(c1)OCO2
    /, -1.1
> C[C@H](CO)N1C[C@H](C)[C@H](CN(C)C(=O)Nc2ccc(F)cc2)OCc2ccccc2-c2ccccc2C1=O
    19, -2.0
> COCC(=O)Nc1ccc2c(c1)OC[C@H](C)N(C(=O)c1ccccc1F)C[C@@H](C)[C@H](OC)CN(C)C2=O
    4, 0.3
> COc1ccc(NC(=O)c2ccco2)c(NC(=O)CSc2ccc(Cl)cc2)c1
    -11, -0.6
> Cc1noc(C)c1NC(=O)N(C)C[C@H]1Oc2c(NC(=O)Nc3ccc4c(c3)OCO4)cccc2C(=O)N([C@@H](C)CO)C[C@H]1C
    /, 4.6
> Cc1noc(C)c1S(=O)(=O)N(C)C[C@H]1OCCCC[C@H](C)Oc2ccc(NC(=O)Nc3ccc(C(F)(F)F)cc3)cc2C(=O)N([C@@H](C)CO)C[C@@H]1C
    /, 3.2
> CC(C)NC(=O)N(C)C[C@@H]1Oc2cc(C#Cc3ccccn3)ccc2S(=O)(=O)N([C@@H](C)CO)C[C@H]1C
    12&-8, /
> C[C@H]1CN([C@@H](C)CO)S(=O)(=O)c2ccc(/C=C/c3ccccc3)cc2O[C@H]1CN(C)C(=O)C1CC1
    -15, -0.3
> COc1ccc(NC(=O)N(C)C[C@H]2Oc3ccc(NC(=O)NC4CCCCC4)cc3CC(=O)N([C@@H](C)CO)C[C@@H]2C)cc1
    -23, -0.2
> CCCNC(=O)N(C)C[C@H]1Oc2ncc(C#Cc3ccncc3)cc2C(=O)N([C@H](C)CO)C[C@@H]1C
    -7, /
> COC(=O)C[C@@H]1C(C(=O)O)=CO[C@@H](O[C@@H]2O[C@H](CO)[C@@H](O)[C@H](O)[C@H]2O)/C1=C\COC(=O)/C=C/c1ccccc1
    /, 0.2
> C[C@@H]1CN([C@@H](C)CO)C(=O)c2cc(C#CC(C)(C)O)cnc2O[C@H]1CN(C)C(=O)C1CCC1
    -11, 0.4
> C[C@@H]1CN([C@H](C)CO)C(=O)CCCn2nncc2CO[C@@H]1CN(C)Cc1ccc(C(=O)O)cc1
    /, 4.2
> C[C@H]1CN([C@@H](C)CO)C(=O)c2cc(NS(=O)(=O)c3cn(C)cn3)ccc2O[C@@H]1CN(C)S(C)(=O)=O
    /, 0.3
> CCCNC(=O)N(C)C[C@@H]1Oc2ncc(-c3cccc(C#N)c3)cc2C(=O)N([C@H](C)CO)C[C@@H]1C
    7, 0.7
> CC(C)NC(=O)N(C)C[C@H]1OCCCC[C@@H](C)Oc2ccc(NC(=O)NC3CCCCC3)cc2C(=O)N([C@@H](C)CO)C[C@H]1C
    1, 4.7
> CO[C@H]1CN(C)C(=O)c2cc(NC(=O)Nc3ccccc3)ccc2OC[C@H](C)N(C(C)=O)C[C@H]1C
    1, 0.2
> C[C@H]1CN([C@@H](C)CO)C(=O)Cc2cc(NC(=O)Nc3cccc4ccccc34)ccc2O[C@H]1CN(C)S(C)(=O)=O
    -11, -0.1
